Screening results: PubChem BioAssay, several laboratories
PhoP inhibition – inhibitors of PhoP regulon expression, primary screen, Salmonella Typhimurium, GFP reporter (AID 1863); 0.16% of 300,000 active; S. Typhimurium PhoP-regulated promoter GFP reporter, 4 h; higher % means a stronger effect; one-dose inhibition, % at 50 µM; IC50 in µM for titrated hits;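 active means inhibition over 29.93%, a cutoff 3 SD above the screen mean, later confirmed by dose response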;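 further: 0% = low Mg2+ inducing control and 100% = high Mg2+ repressing control; strong numbers were not always called active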
Large T inhibition – SV40 large T antigen inhibitors, biochemical (AID 1903). SV40 large T antigen ATPase/helicase inhibition assay; higher % means a stronger effect. inhibition, % at 20 µM; hits with a dose series show IC50 in µM. 0.39% of 310,000 active; in the data active means a potency from the dose series; further: strong numbers were not always called active
b-catenin transl – modulators of beta-catenin nuclear translocation, primary screen, imaging, HeLa cells, immunofluorescence, high-content | nuclear translocation activity, % at 5 µM | 0.3% of 190,000 active | AID 1665, 2009;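 active means nuclear translocation activity above 50% at 5 µM, with a well cell count of 50 or more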;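 further: per-cell ratio of nuclear to cytoplasmic median beta-catenin stain intensity; plate controls were DMSO negative control for no effect and GSK-3 inhibitor IX positive control for full effect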
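Signal – beta-catenin immunofluorescence imaging with DAPI · Test system – human HeLa cell line · Dosing – 5 µM primary single dose, 0.1% DMSO, 0.02–20 µM confirmation series · Measure – % activation, nuclear-to-cytoplasmic median beta-catenin signal ratio per cell · Incubation – 24 h compound exposure at 37°C, 5% CO2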
WT yeast gro inh – growth inhibition of WT strain, primary screen, mitochondrial fusion inhibitor project, WT and mutant strains, chemical genetic | inhibition, % at 10 µM | 2.1% of 190,000 active | mitochondrial fusion phenotypic screen; in the data active means inhibition above about 58%; tested in S. cerevisiae
Myeloid diff MLP – induction of myeloid progenitor differentiation, primary screen, cell-based, flow cytometry, MLPCN library; 1% of 360,000 active; AID 624256, 2012; calls only at 10 µM; ER-HoxA9 myeloid progenitors, lysozyme-GFP differentiation;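 active means normalized GFP-positive differentiation at or above the plate's own cutoff, the solvent-only control mean plus 3 SD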;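 further: cells exposed to compound for four days before flow analysis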
MgcRacGAP inhibition – MgcRacGAP GTPase-activating activity inhibitors, confirmation, biochemical, ADP Hunter fluorescence; one-dose inhibition, % at 30 µM; IC50 in µM for titrated hits; Rac GTPase-activating protein 1 (Homo sapiens); MgcRacGAP-stimulated Rac1 GTP hydrolysis, ADP Hunter fluorescence; higher % means a stronger effect; GST-tagged Rac1 F28L mutant substrate; AID 624330, 2012; 0.6% of 340,000 active;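 active means first-screen hits whose inhibition reached a set limit at any dose in the follow-up dose series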;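 further: fluorescence reports GDP produced by GAP-driven GTP hydrolysis; strong numbers were not always called active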
RSV antiviral HEp-2 – RSV antiviral activity via CPE protection, HEp-2 cells, primary 10 µM value included (AID 2391); HEp-2 cells, RSV-induced CPE inhibition; higher % means a stronger effect; CPE inhibition, % at 10 µM; hits with a dose series show IC50 in µM; 0.13% of 310,000 active; in the data active means a potency from the dose series; further: strong numbers were not always called active
West Nile antiviral – West Nile virus antiviral activity, cell-based, CPE readout (AID 1621); West Nile virus-infected cells, CPE inhibition; higher % means a stronger effect; one-dose CPE inhibition, % at 10 µM; IC50 in µM for titrated hits; 0.02% of 290,000 active; in the data active means a potency from the dose series; further: strong numbers were not always called active
T cell modulator – modulators of CD8 T cell-vesicle binding, primary screen, mouse 2C CD8+ T cells, flow cytometry. 2C CD8+ T cell-vesicle binding; hits give low values. calls only at 7 µM. 0.068% of 330,000 active;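 active means response, share of CD8 T cells binding vesicles, and their 90th percentile fluorescence all below set limits, cut at about 80% in these data, passing the limit was not always enough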
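Assay system – 2C mouse CD8+ T cells · Also added – QL9-loaded Drosophila micro-vesicles · Timing – Cell–vesicle co-incubation 1.5 h at 37 °C, staining 20 min on ice · Signal – flow cytometry of vesicle-bound cells · Measure – percent CD8+ FL2 mean versus row control · Controls – Peptide-free naked vesicles (low) and QL9 vesicles with 0.7% DMSO vehicle (high)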
WT yeast gro inh mutant strain – second read-out of WT yeast gro inh, no call of its own (marks repeat the call); inhibition, %; mitochondrial fusion phenotypic screen, mutant strain inhibition
b-catenin transl cell count 5 µM – further read-out of b-catenin transl, marked with its call; cell count; measured here: cell count, cytotoxicity flag
T cell modulator vesicle-bound % – recorded beside T cell modulator, whose call it bears; double positive events, %; measured here: CD8+ vesicle-bound cell fraction;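 binding gate set so that unloaded-vesicle control wells show 10% double positive cells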
Myeloid diff MLP GFP+ MAC1+ % – further read-out of Myeloid diff MLP, marked with its call; GFP+ MAC1+ double positive, %; measured here: differentiation confirmed by MAC1 staining
* = called active by the depositor; i = inactive; x = no result given. Compounds as they come. Share with any hit: about 3.6%.

SMILES	PhoP inhibition	Large T inhibition	b-catenin transl	b-catenin transl cell count 5 µM	WT yeast gro inh	WT yeast gro inh mutant strain	Myeloid diff MLP	Myeloid diff MLP GFP+ MAC1+ %	MgcRacGAP inhibition	RSV antiviral HEp-2	West Nile antiviral	T cell modulator	T cell modulator vesicle-bound %
COc1cccc(CN2C(=NC(=O)C3CC3)SC3CS(=O)(=O)CC32)c1 (centres undefined)	-5%	4%	x	x	x	x	i	10	11%	0.9%	-0.2%	i	1
CN(C)S(=O)(=O)c1ccc(Cl)c(NC(=O)COC(=O)CN2C(=O)NC(C)(C)C2=O)c1	-1%	4%	-2.5	543	2	-14	i	1.7	3%	0.2%	-0.2%	i	23
CCn1ccc(C(=O)Nc2ccc3c(c2)CCC3)n1	0%	25%	x	x	x	x	i	0.2	2%	7.5%	0.1%	i	66
CC(C)(C)C(=O)COC(=O)C1CC(=O)N(c2ccccc2)C1 (centres undefined)	5%	0%	-1.3	1012	8	3	i	0.5	13%	-0.1%	0.2%	i	39
COCCNc1nnc(SCC(=O)Nc2nnc(-c3ccccc3)o2)s1	-6%	9%	x	x	x	x	i	1.1	3%	1.7%	x	i	26
COc1ccc(S(=O)(=O)NCc2ccncc2)cc1NC(=O)c1ccccc1C	-2%	11%	x	x	x	x	i	1.3	3%	0.3%	x	i	12
COc1ccc(CNC(=O)COC(=O)c2c[nH]c(=O)[nH]c2=O)cc1OC	-11%	1%	-6.8	990	0	-3	i	1.2	9%	-0.2%	0.5%	i	47
CC1(C)COC2(OC1)C(=O)Nc1ccccc12	-8%	6%	-1.4	1091	-11	7	i	0.6	7%	6.2%	-0.2%	i	49
COc1cc(-c2nc3cccc(C)n3c2NCC2CCCO2)ccc1O (centres undefined)	-2%	46%	-0.6	1492	-6	8	i	0.1	-44%	0.1%	0.9%	i	10
CC(=O)N[C@@H](CC(=O)O)C(=O)O	-4%	5%	x	x	x	x	i	3.5	-6%	3.1%	x	i	30
Cc1cccc(OCC(=O)NNC(=O)CCc2ccccc2)c1	1%	15%	-1.5	1031	-6	-4	i	0.2	15%	x	1.0%	x	x
Nc1c(NC(=O)CC[n+]2ccccc2)cccc1[N+](=O)[O-]	10%	20%	-0.3	988	9	-3	i	1.0	6%	0.9%	-0.1%	i	6

Two records picked at random from those above:
SMILES	PhoP inhibition	Large T inhibition	b-catenin transl	b-catenin transl cell count 5 µM	WT yeast gro inh	WT yeast gro inh mutant strain	Myeloid diff MLP	Myeloid diff MLP GFP+ MAC1+ %	MgcRacGAP inhibition	RSV antiviral HEp-2	West Nile antiviral	T cell modulator	T cell modulator vesicle-bound %
COc1cccc(CN2C(=NC(=O)C3CC3)SC3CS(=O)(=O)CC32)c1 (centres undefined)	-5%	4%	x	x	x	x	i	10	11%	0.9%	-0.2%	i	1
COc1ccc(S(=O)(=O)NCc2ccncc2)cc1NC(=O)c1ccccc1C	-2%	11%	x	x	x	x	i	1.3	3%	0.3%	x	i	12

Following part.
SMILES	PhoP inhibition	Large T inhibition	b-catenin transl	b-catenin transl cell count 5 µM	WT yeast gro inh	WT yeast gro inh mutant strain	Myeloid diff MLP	Myeloid diff MLP GFP+ MAC1+ %	MgcRacGAP inhibition	RSV antiviral HEp-2	West Nile antiviral	T cell modulator	T cell modulator vesicle-bound %
COc1cc2cc(CCCOC(=O)c3cccc(Br)c3)oc(=O)c2cc1OC	x	x	x	x	x	x	i	1.4	7%	0.4%	x	i	29
O=C(NNC1=NS(=O)(=O)c2ccccc21)c1cccc([N+](=O)[O-])c1	-4%	10%	x	x	x	x	i	0.3	6%	0.3%	-0.1%	i	51
Cc1c(Cl)cccc1NC(=S)NCc1ccc2c(c1)OCO2	11%	8%	x	x	37	12	i	1.0	10%	4.7%	-1.1%	i	48
Cc1ccc(N(CC(=O)N2CCN(Cc3ccccc3)CC2)S(C)(=O)=O)cc1C	4%	8%	x	x	x	x	i	0.5	12%	-0.1%	-0.9%	i	21
COC(=O)c1sc(S(=O)(=O)NCc2cccs2)c(C(=O)OC)c1C	9%	1%	1.0	1017	-12	-10	i	0.8	-3%	-0.8%	0.1%	i	38
O=C(COC(=O)c1cccc(NS(=O)(=O)c2ccc(F)c(F)c2)c1)NC(=O)NC1CCCCC1	-17%	1%	-2.6	926	8	-9	i	0.5	9%	6.9%	-0.9%	i	19
CCN(CC(=O)Nc1ccccc1C(F)(F)F)C(=O)CN1C(=O)NC(C)(c2ccccc2)C1=O (centres undefined)	5%	9%	x	x	x	x	i	1.1	1%	0.4%	x	i	51
CCc1nccn1CCC(=O)N1CCCC(N2CCN(c3ccccc3C)CC2)C1 (centres undefined)	-6%	-1%	x	x	x	x	i	0.0	6%	0.0%	-0.5%	i	60
CCO[C@@H]1OC(C(=O)NCc2nc3ccccc3[nH]2)=C[C@H](c2csc3ccccc23)[C@H]1CCCO	-7%	6%	-0.5	1215	8	5	i	1.2	5%	1.2%	0.6%	i	14
CCCCCCCCCCC[N+](C)(C)CC/C=C1/c2ccccc2Sc2ccc(Cl)cc21	0%	37%	x	x	x	x	i	0.6	11%	-2.5%	-1.4%	i	54
CCCCNC(=O)Nc1nnc(C(C)(C)C)s1	-6%	-1%	-0.2	1280	x	x	i	0.3	4%	2.2%	-0.6%	i	46
CN(C)CC[n+]1ccc(C(=O)c2ccccc2)cc1	-3%	1%	x	x	x	x	i	1.4	7%	0.5%	-0.8%	i	17

3 structures out of the list, sorted by heavy-atom count, smallest number first:
SMILES	PhoP inhibition	Large T inhibition	b-catenin transl	b-catenin transl cell count 5 µM	WT yeast gro inh	WT yeast gro inh mutant strain	Myeloid diff MLP	Myeloid diff MLP GFP+ MAC1+ %	MgcRacGAP inhibition	RSV antiviral HEp-2	West Nile antiviral	T cell modulator	T cell modulator vesicle-bound %
Cc1c(Cl)cccc1NC(=S)NCc1ccc2c(c1)OCO2	11%	8%	x	x	37	12	i	1.0	10%	4.7%	-1.1%	i	48
COc1cc2cc(CCCOC(=O)c3cccc(Br)c3)oc(=O)c2cc1OC	x	x	x	x	x	x	i	1.4	7%	0.4%	x	i	29
CCc1nccn1CCC(=O)N1CCCC(N2CCN(c3ccccc3C)CC2)C1 (centres undefined)	-6%	-1%	x	x	x	x	i	0.0	6%	0.0%	-0.5%	i	60

Continuation:
SMILES	PhoP inhibition	Large T inhibition	b-catenin transl	b-catenin transl cell count 5 µM	WT yeast gro inh	WT yeast gro inh mutant strain	Myeloid diff MLP	Myeloid diff MLP GFP+ MAC1+ %	MgcRacGAP inhibition	RSV antiviral HEp-2	West Nile antiviral	T cell modulator	T cell modulator vesicle-bound %
O=C(Cc1ccc(S(=O)(=O)N2CCOCC2)s1)Nc1ccccc1Br	-9%	-4%	1.4	1173	x	x	i	0.3	13%	-1.4%	0.1%	i	25
CC(/C=N\NC(=O)CN1CCN(S(=O)(=O)c2ccc(C)cc2)CC1)=C\c1ccccc1	4%	16%	-1.1	1065	1	4	i	0.6	0%	2.3%	-1.1%	i	43
COCCN(C(=O)Cn1nnc2ccccc21)C(C(=O)NC1CCCCC1)c1ccc(OC)cc1OC (centres undefined)	-2%	12%	x	x	-31	18	i	0.9	-2%	0.2%	-0.1%	i	32
CC(C)CC(=O)Nc1ccc(C(=O)CN2C(=O)NC3(CCOc4ccccc43)C2=O)cc1 (centres undefined)	8%	1%	x	x	x	x	i	0.4	-2%	0.9%	x	i	15
Cc1cccc(NC(=O)CC2CCC2)c1	-1%	-1%	-0.9	1097	-4	-7	i	13	5%	0.1%	0.1%	i	14
O=C(Nc1c(C(=O)N2CCOCC2)cnn1-c1ccccc1Cl)c1ccco1	0%	3%	-1.5	1084	-6	-17	i	5.5	8%	-0.5%	0.1%	i	48
Cc1ccc2c(c1)C(=C(C#N)C#N)C(=O)N2CCN1CCOCC1	-7%	25%	-0.2	1370	x	x	i	0.5	18%	0.1%	0.2%	i	25
CC(C)C(NC(N)=O)C(=O)NC1CCCCC1 (centres undefined)	1%	5%	-0.3	1087	-13	9	x	x	x	-1.8%	0.8%	i	52
O=C(NCCO)/C(=C\c1ccc(Br)cc1)NC(=O)c1cccs1	3%	15%	-3.5	1084	12	7	i	0.5	1%	2.9%	0.1%	i	3
Cc1cccc(-c2ccc3ncnc(NCc4cccs4)c3c2)c1	x	x	x	x	x	x	i	1.7	8%	3.6%	x	i	14
Cc1nn(C)c(C)c1Nc1ccc(N2C(=O)C3CC=CCC3C2=O)cc1[N+](=O)[O-] (centres undefined)	-3%	6%	-0.2	1161	1	1	i	0.5	-7%	12%	-0.9%	i	33
COc1ccc(-c2csc3ncnc(N4CCN(c5ccc(OC)cc5)CC4)c23)cc1	8%	7%	x	x	x	x	i	0.5	14%	15%	-0.3%	i	16

Whole records, quoted from the list.
Listed for `COc1ccc(-c2csc3ncnc(N4CCN(c5ccc(OC)cc5)CC4)c23)cc1` : PhoP inhibition = 8%; Large T inhibition = 7%; b-catenin transl = x; b-catenin transl cell count 5 µM = x; WT yeast gro inh = x; WT yeast gro inh mutant strain = x; Myeloid diff MLP = i; Myeloid diff MLP GFP+ MAC1+ % = 0.5; MgcRacGAP inhibition = 14%; RSV antiviral HEp-2 = 15%; West Nile antiviral = -0.3%; T cell modulator = i; T cell modulator vesicle-bound % = 16
Listed for `CC(C)C(NC(N)=O)C(=O)NC1CCCCC1` (centres undefined) : PhoP inhibition = 1%; Large T inhibition = 5%; b-catenin transl = -0.3; b-catenin transl cell count 5 µM = 1087; WT yeast gro inh = -13; WT yeast gro inh mutant strain = 9; Myeloid diff MLP = x; Myeloid diff MLP GFP+ MAC1+ % = x; MgcRacGAP inhibition = x; RSV antiviral HEp-2 = -1.8%; West Nile antiviral = 0.8%; T cell modulator = i; T cell modulator vesicle-bound % = 52
